High-throughput results as filed in PubChem BioAssay.
GSK3A inh – blockers of GSK3A enzyme activity – biochemical, luminescence, cell-free homogeneous, HTS, primary screen; Glycogen synthase kinase-3 alpha (Homo sapiens), P49840; actives 0.1% (n = 320,000); GSK-3 alpha kinase, ADP-Glo luminescence, 60 min; inhibition, % at 10 µM; AID 2650, 2010;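 in the data active = inhibition above about 50%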;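 also: GST-tagged GSK-3 alpha with peptide substrate and 25 µM ATP; 0% = DMSO neutral wells and 100% = GW8510 positive control wells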
Target sequence (P49840 whole entry, looked up): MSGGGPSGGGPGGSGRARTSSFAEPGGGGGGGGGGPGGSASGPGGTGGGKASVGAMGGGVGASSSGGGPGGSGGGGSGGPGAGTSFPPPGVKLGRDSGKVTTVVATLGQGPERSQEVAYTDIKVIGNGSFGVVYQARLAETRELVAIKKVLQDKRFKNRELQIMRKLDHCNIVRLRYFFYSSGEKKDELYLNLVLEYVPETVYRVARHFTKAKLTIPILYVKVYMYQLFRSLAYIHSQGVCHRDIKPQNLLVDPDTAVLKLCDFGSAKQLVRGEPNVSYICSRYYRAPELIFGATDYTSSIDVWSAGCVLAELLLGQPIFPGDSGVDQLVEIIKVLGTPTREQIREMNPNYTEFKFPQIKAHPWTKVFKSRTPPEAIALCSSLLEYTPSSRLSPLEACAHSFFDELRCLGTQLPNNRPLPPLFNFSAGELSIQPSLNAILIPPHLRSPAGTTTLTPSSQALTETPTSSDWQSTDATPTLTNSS
HSF1 activator – HSF-1 activators, primary screen, NIH3T3-HGL cells, MG132 stress, luminescence, single point; NIH3T3-HGL HSF-1 luciferase reporter, 8 h; 100% = twice DMSO control signal; activation, % at 9 µM; actives 1.7% (n = 300,000); AID 504408, 2011;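 active = mean replicate activation of at least 50% with a set share of replicates each reaching 50%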;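 also: 0% = median of the neutral control wells and 100% = twice that signal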
AI-2 QS mod – Vibrio harveyi AI-2 quorum sensing modulators, primary screen, JMH597 strain, luminescence/OD600 ratio; Vibrio harveyi JMH597 AI-2 luminescence/OD600 ratio, 9 h; hits give low values; strain lacks LuxN and CqsS sensors; 0 = neutral-control median; actives 0.4% (n = 300,000); activity change, % at 7.5 µM; in the data active = activity change below about -75%, passing the limit was not always enough;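 also: luminescence divided by OD600 gain over 9 h not by final OD600 alone; inactives centre near 13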
aSyn 5UTR inh – MLPCN primary screen, SNCA 5' untranslated region; alpha-synuclein 5'UTR reporter, inhibitor activity; inhibition, % (tested at 7.5 µM); actives 0.82% (n = 300,000); AID 1813, 2009; in the data active = inhibition above about 60%;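 also: H4 neuroglioblastoma cells stably carrying SNCA 5'UTR luciferase fusion; 0% = DMSO wells and 100% = positive control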
GSK3beta inhib – human GSK3beta kinase inhibitors, primary screen, biochemical, cell-free homogeneous, HTS | Glycogen synthase kinase-3 beta (Homo sapiens), P49841 | activity score (negative = inhibition), % at 10 µM | actives 0.038% (n = 300,000) | GST-GSK3beta kinase, ADP-Glo luminescence, 60 min; hits give low values | AID 2097, 2009;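 active = more than half of replicate wells score below -50%, meaning over 50% inhibition versus plate controls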;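 also: 0% = median DMSO wells and -100% = median GW8510 positive control wells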
Target sequence (P49841 whole entry, looked up): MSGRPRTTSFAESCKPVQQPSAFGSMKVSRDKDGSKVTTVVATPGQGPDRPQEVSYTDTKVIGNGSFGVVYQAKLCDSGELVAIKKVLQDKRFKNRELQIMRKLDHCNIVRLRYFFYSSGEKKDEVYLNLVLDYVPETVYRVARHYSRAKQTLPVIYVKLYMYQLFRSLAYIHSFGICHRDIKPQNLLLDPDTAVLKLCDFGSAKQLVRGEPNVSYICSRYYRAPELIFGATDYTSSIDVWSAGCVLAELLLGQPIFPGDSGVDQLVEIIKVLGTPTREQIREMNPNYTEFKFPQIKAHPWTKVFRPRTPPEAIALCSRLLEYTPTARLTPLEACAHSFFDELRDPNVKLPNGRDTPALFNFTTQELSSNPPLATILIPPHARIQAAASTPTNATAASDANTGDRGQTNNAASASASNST
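Test system: GST-tagged human GSK3beta kinase, cell-free; evaluation: activity score scaled between in-plate DMSO and GW8510 controls; measured by: ADP-Glo luminescence; incubation: 60 min reaction, RT; benchmarks: DMSO and 20 µM GW8510; reagent: peptide substrate plus 25 µM ATP (final); medium: Tris/MgCl2 kinase buffer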
KLF5 inh – KLF5 expression inhibitors, primary screen, DLD-1 cells, luminescence; actives 0.23% (n = 290,000); DLD-1 KLF5 promoter-luciferase reporter; inhibition, % at 5 µM;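 active = inhibition above a per-plate limit of that plate's mean compound inhibition plus 3 SD, cut at about 60% in these data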;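 also: 0% = DMSO wells and 100% = LY294002 at 200 µM; higher means less KLF5 promoter-driven luciferase light; inactives centre near -14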
HSF1 inh – HSF1 inhibitors in luciferase reporter cells, primary screen, cell-based, NIH3T3, luminescence; NIH3T3-HGL HSE-luciferase, MG132-induced, luminescence 8 h; hits give low values; activity change, negative = inhibition, % at 7.5 µM (by protocol); actives 0.77% (n = 300,000);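 active = more than half of replicate wells show activity change below -50%, luminescence cut by over half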;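 also: luciferase reports HSF-1 transcriptional activity via heat shock element; 0% = median of DMSO wells and -100% = zero luminescence signal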
IEC-6 tox – cytotoxicity in IEC-6 intestinal epithelial cells, primary screen, cytotoxicity control for KLF5 inhibitor project, cell-based, luminescence. IEC-6 cytotoxicity, luminescence viability. inhibition, % at 5 µM. actives 0.78% (n = 290,000); in the data active = inhibition above about 22%;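 also: 0% = plate median of test compound wells and 100% = cytotoxic reference compound wells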
HIF activator – HIF pathway transcriptional activators, primary screen, cell-based, U2OS HRE-luciferase, luminescence | activation, % at 7.5 µM (by protocol) | U2OS HRE-luciferase reporter; normalized: DMSO 0%, desferrioxamine 100% | actives 0.32% (n = 300,000) | AID 1910, 2009;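 active = mean activation of at least 10% of the iron chelator positive control signal, with at least half of replicates also reaching 10%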
HSP90 refold inh – HSP90 inhibitors, primary screen, cell lysate, luminescence; Heat shock protein HSP 90 (rabbit reticulocyte lysate; luciferase refolding); inhibition, % at 5.6 µM; Rabbit reticulocyte lysate, luciferase refolding luminescence, 3 h; actives 0.91% (n = 290,000);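 active = inhibition above the screen-wide mean plus 3 SD, computed separately per campaign, cut at about 16% in these data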;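 also: 0% = DMSO wells and 100% = 60 µM geldanamycin wells; inhibitors lower the luminescence because luciferase stays unfolded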
An asterisk follows results filed as active; . = not tested or not shown.

item	Structure	GSK3A inh	HSF1 activator	AI-2 QS mod	aSyn 5UTR inh	GSK3beta inhib
1	CCn1c(SCC(=O)N2CCc3ccccc32)nnc1-c1c[nH]c2ccccc12	-1	12	18	24	-2
2	NC(=NCc1ccco1)NC(=O)c1ccccc1	-3	-12	18	-19	1
3	COc1ccc(C2NC(=O)NC(C)=C2C(=O)OC2CCCC(C)C2)cc1 (stereo unspecified)	-2	14	16	12	-2
4	Cc1cc(C)c(C)c(S(=O)(=O)Nc2ccccc2C(=O)NCCCn2ccnc2)c1C	.	-1	2	5	-26
5	CCCc1cc(=O)oc2cc(OCC(=O)NCCCN3CCCC3=O)ccc12	-2	-11	13	18	3
6	COc1cc(OC)cc(C(=O)Nc2ncc3c(n2)CC(C)(C)CC3=O)c1	2	.	12	-3	1
7	COc1ccc(C(=O)Cn2nnc(-c3ccccc3NC(=O)C3CC3)n2)cc1	4	3	27	2	1
8	CCCOC1CCCN(C(=O)CCCn2nnnc2CN2CCOCC2)C1 (stereo unspecified)	-2	9	14	-25	2
9	COC(=O)C1=CN(c2cccc(Cl)c2)C=C(C(=O)OC)C1c1cccc(OC)c1	-1	12	22	26	-7
10	Cc1ccccc1-c1nc(-c2ccc(Br)o2)no1	-5	41	19	-110	5
11	COC(=O)c1sc(-c2ccc(C(C)(C)C)cc2)cc1NC(=O)c1ccccc1C(=O)O	-3	-39	25	-67	5
12	COc1ccc(C(=O)NC(=O)N2CCCCC2)cc1	-1	-19	22	-9	2
13	COc1cc(C2NC(=O)NC(C)=C2C(C)=O)ccc1O (stereo unspecified)	2	-2	12	2	-2
14	CCN(CC)S(=O)(=O)c1ccc(C(=O)OCC(=O)NCc2ccco2)cc1	-1	-2	17	0	0
15	CC(=O)c1c(C)[nH]c(C(=O)O)c1C	-2	-4	24	-4	3

item	KLF5 inh	HSF1 inh	IEC-6 tox	HIF activator	HSP90 refold inh
1	-21	7	-5	-0.1	-1
2	-36	2	-9	0.7	-2
3	-4	17	-9	0.2	-5
4	-15	5	4	-0.4	-4
5	-4	-4	3	-0.5	-1
6	-7	.	-2	0.4	2
7	-21	1	-5	-0.2	-2
8	-5	-1	-11	-0.4	-1
9	-28	8	-1	-1.3	0
10	-217	10	6	2.9	-2
11	-112	-34	3	3.0	-1
12	-20	-1	-6	0.2	-1
13	2	0	-4	-0.1	3
14	-14	7	-2	0.1	-2
15	-6	-2	0	-0.7	2

Overlap with the part before: four entries, then new ones.
item	Structure	GSK3A inh	HSF1 activator	AI-2 QS mod	aSyn 5UTR inh	GSK3beta inhib
12	COc1ccc(C(=O)NC(=O)N2CCCCC2)cc1	-1	-19	22	-9	2
13	COc1cc(C2NC(=O)NC(C)=C2C(C)=O)ccc1O (stereo unspecified)	2	-2	12	2	-2
14	CCN(CC)S(=O)(=O)c1ccc(C(=O)OCC(=O)NCc2ccco2)cc1	-1	-2	17	0	0
15	CC(=O)c1c(C)[nH]c(C(=O)O)c1C	-2	-4	24	-4	3
16	O=C(C1CCCCC1)N1CCC(CO)(Cc2ccccc2Cl)CC1	-1	-5	-4	5	-1
17	CCCCC(=O)Nc1cccc(-c2nnc(-c3ccccc3)o2)c1	4	23	43	-55	-3
18	CCN(CC)CCn1nc(C)nc1-c1ccccc1O	-1	-5	14	16	2
19	COc1ccc(NC(=O)/C(Cl)=C(/Cl)S(=O)(=O)Cc2ccccc2)cn1	.	-76	27	-26	1
20	Cc1ccccc1C(=O)NNC(=O)CCCCC(=O)NNC(=O)c1ccccc1C	-1	14	9	-16	2
21	C=CCNC(=O)C(C)Sc1ccc(Cl)cc1 (stereo unspecified)	0	0	13	4	0
22	Cc1ccc(C)c(N2CCN(C(=O)CCCN3C(=S)NC(C)(C)CC3C)CC2)c1 (stereo unspecified)	-1	5	10	26	-24
23	O=C(NCCOc1cccc2cccnc12)c1cccs1	-1	13	24	-16	1
24	CC(=O)Nc1ccc(S(=O)(=O)NCCC(=O)OCc2nnc(-c3ccccc3)o2)cc1	-1	5	17	-5	0
25	O=C(CN1C(=O)NC2(CCCC2)C1=O)Nc1nc(-c2ccccc2)cs1	-1	-6	.	-8	.
26	COC(=O)c1c(C)[nH]c(C(=O)/C=C/c2ccc(Cl)cc2)c1C	.	76*	7	-131	-1
27	CC1Cc2ccccc2N1C(=O)COC(=O)c1cc(Br)ccc1O (stereo unspecified)	-2	0	13	10	-3
28	CC(C)(C)CC(C)(C)N1CNC(=S)NC1	-1	-12	25	-9	-1
29	C[C@H](NC(=O)Nc1cccc(Br)c1)C(=O)O	-4	-4	17	4	-1
30	CCN(N=Nc1cccc([N+](=O)[O-])c1)c1cccc([N+](=O)[O-])c1	-4	35	7	-13	4

item	KLF5 inh	HSF1 inh	IEC-6 tox	HIF activator	HSP90 refold inh
12	-20	-1	-6	0.2	-1
13	2	0	-4	-0.1	3
14	-14	7	-2	0.1	-2
15	-6	-2	0	-0.7	2
16	14	-9	1	0.5	0
17	-131	11	0	1.0	-1
18	-24	2	-2	-0.2	0
19	11	-76*	31*	-3.9	5
20	.	-5	.	-0.9	.
21	-31	-3	3	0.3	-1
22	-28	-3	7	-0.7	2
23	4	1	4	0.0	1
24	.	-6	.	0.1	.
25	.	2	.	0.3	.
26	15	72	-7	2.5	-4
27	.	-7	.	-0.3	.
28	-21	-1	4	-0.9	1
29	-15	-3	3	0.5	6
30	-26	0	-8	-0.4	-1

Further results follow.
item	Structure	GSK3A inh	HSF1 activator	AI-2 QS mod	aSyn 5UTR inh	GSK3beta inhib
31	CCC(Oc1ccccc1)C(=O)Nc1cc(C)on1 (stereo unspecified)	-3	17	-2	6	1
32	O=C(O)/C=C\C(=O)Nc1ccc(N2CCN(c3ccc(Cl)cc3)CC2)cc1	-1	1	21	-21	20
33	COc1c(Br)cc([N+](=O)[O-])c(OC)c1C(=O)NC(=O)Nc1c(Cl)cccc1Cl	-1	.	19	.	0
34	CN(C)CCOc1ccccc1C(C)(C)C	-2	-16	20	10	-2
35	COCc1[nH]nc2c1C(c1cc(OC)c(O)c(OC)c1)C(C#N)=C(N)O2 (stereo unspecified)	3	8	15	0	-22
36	N#C/C(=C\c1ccccc1)C(=O)Nc1cc(S(=O)(=O)N2CCOCC2)ccc1N1CCCC1	-2	-6	34	22	1
37	Cc1ccc(C2Nc3ccccc3NC3=C2C(=O)CC(C)(C)C3)c(O)c1 (stereo unspecified)	9	12	.	-14	.
38	O=C(COc1cccc2c1CCNC2=O)Nc1cccc(F)c1	1	20	-13	-8	1
39	COc1ccccc1NC(=O)c1cc([N+](=O)[O-])ccc1N1CCOCC1	0	11	19	16	3
40	CC1CCC(=O)N(CCC#N)CC1 (stereo unspecified)	0	1	13	2	4
41	C=CCNC(=S)N1CCC(C(=O)c2ccc(OC)cc2)CC1	-3	7	3	5	2
42	COc1ccc(CN2C(=O)CN=C2Nc2cccc(C)c2C)cc1	-2	-17	31	4	-1
43	CC(=C\c1ccco1)/C=C(\C#N)C(=O)NCCc1c[nH]c2ccccc12	-2	-1	14	-14	2
44	Cc1cccc(C)c1NC(=O)C(=O)c1cn(C)c2ccccc12	-4	-8	0	25	3
45	CC(=O)c1ccc(N2CCN(C(=O)c3noc4c3CSc3ccccc3-4)CC2)cc1	1	17	21	-2	4

item	KLF5 inh	HSF1 inh	IEC-6 tox	HIF activator	HSP90 refold inh
31	1	5	1	1.4	1
32	-33	10	-5	0.2	0
33	22	.	-1	.	0
34	-20	-6	0	0.0	0
35	-7	-3	-1	0.4	0
36	-4	-1	3	0.3	2
37	-13	8	-2	-0.1	-2
38	.	-2	.	-0.1	.
39	13	4	-3	0.0	2
40	-21	0	0	0.2	-5
41	16	-10	-3	-0.4	-1
42	-19	-10	-4	-0.6	2
43	-15	2	-5	0.1	2
44	7	1	2	-0.9	1
45	-31	-2	-5	0.6	-3

(more compounds)
item	Structure	GSK3A inh	HSF1 activator	AI-2 QS mod	aSyn 5UTR inh	GSK3beta inhib
46	CCCOC(=O)C1=C(C)NC2=C(C(=O)CCC2)C1c1cccs1 (stereo unspecified)	9	7	17	-19	3
47	O=C(O)c1cc(NC(=O)c2ccccc2F)cc(NC(=O)c2ccccc2F)c1	-2	-1	.	3	.
48	C=CCNC(=O)CN1CCN(C(c2ccccc2)c2ccccc2)CC1	-1	11	9	-12	-1
49	CCOc1ccc(-c2nc(CSCC(=O)NCC3CCCO3)c(C)o2)cc1 (stereo unspecified)	-2	-56	-1	-1	2

item	KLF5 inh	HSF1 inh	IEC-6 tox	HIF activator	HSP90 refold inh
46	-29	1	-5	-0.5	-2
47	-18	-8	-3	0.2	0
48	-38	0	-1	-0.3	0
49	-17	-57*	0	0.3	7
